OX1R antag-1: OX1R (human) antagonism | O43613 | OX1R-expressing cells, FRET antagonist read-out | inhibition, % at 6.6 µM | 1.8% of 330,000 active | AID 485270; in the data active means inhibition mostly above about 38%, no sharp cut-off; inactive means mostly below about 40%;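 further: 0% = agonist challenge alone and 100% = reference antagonist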
Target sequence (O43613 whole entry, looked up): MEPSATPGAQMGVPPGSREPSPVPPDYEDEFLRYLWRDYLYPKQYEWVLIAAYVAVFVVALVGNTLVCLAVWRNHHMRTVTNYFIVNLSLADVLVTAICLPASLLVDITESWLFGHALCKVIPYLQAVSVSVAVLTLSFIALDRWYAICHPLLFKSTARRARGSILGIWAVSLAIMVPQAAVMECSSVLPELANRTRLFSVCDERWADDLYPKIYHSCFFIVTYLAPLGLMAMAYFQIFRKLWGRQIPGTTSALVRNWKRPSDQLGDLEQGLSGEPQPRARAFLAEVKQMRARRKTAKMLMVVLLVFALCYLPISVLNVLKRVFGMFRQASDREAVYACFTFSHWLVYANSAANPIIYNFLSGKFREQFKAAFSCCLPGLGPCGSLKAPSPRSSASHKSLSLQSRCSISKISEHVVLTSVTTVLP
STK33 kinase inh: inhibitors of human STK33 kinase; Q9BYT3; purified STK33, MBP phosphorylation, ADP-Glo luminescence; inhibition, % at 10 µM; 0.073% of 320,000 active; AID 2661;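 active means inhibition at or above 25%, using the most active replicate where run in duplicate; inactive means inhibition below 25%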
Target sequence (Q9BYT3 whole entry, looked up): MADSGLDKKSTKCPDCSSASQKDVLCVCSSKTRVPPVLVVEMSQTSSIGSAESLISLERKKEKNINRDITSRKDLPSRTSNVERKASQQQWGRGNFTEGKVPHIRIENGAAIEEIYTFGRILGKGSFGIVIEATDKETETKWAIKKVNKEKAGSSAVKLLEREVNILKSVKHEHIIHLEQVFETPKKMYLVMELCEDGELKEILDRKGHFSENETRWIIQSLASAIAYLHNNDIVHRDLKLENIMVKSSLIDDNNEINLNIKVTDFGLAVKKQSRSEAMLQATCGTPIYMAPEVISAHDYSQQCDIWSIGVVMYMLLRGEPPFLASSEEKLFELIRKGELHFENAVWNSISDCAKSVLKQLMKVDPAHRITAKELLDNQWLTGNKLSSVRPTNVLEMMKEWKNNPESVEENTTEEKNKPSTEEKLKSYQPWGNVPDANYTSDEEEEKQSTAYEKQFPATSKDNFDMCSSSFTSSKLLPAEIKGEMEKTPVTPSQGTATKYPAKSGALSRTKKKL
OX1R antag-2: human HCRTR1 antagonism | O43613 | CHO/OX1R cells, Fluo-8 calcium fluorescence, orexin A | inhibition, % at 5 µM | 0.43% of 330,000 active | AID 434989;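 active means inhibition above its plate's threshold, mean inhibition of all tested compounds on the plate plus 3 SD, cut at about 37% in these data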;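 further: 0% = orexin A challenge wells and 100% = SB-334867-A antagonist wells; not every result past the cut was called active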
* marks the source's active call; other numbers are inactive results; / = no result given.

Sample of the layout:
SMILES	OX1R antag-1	STK33 kinase inh	OX1R antag-2
CC(C)(C)NC(=O)N1CCN(c2nc(-c3ccccc3)ns2)CC1	8.7	-0.6	-17.0
Cc1cc(C)c2cc3c(N)c(C(=O)N4CCc5ccccc5C4)sc3nc2c1	16.8	0.1	-21.3
Cc1cc(C)c(C)c(S(=O)(=O)Nc2cccc(-n3cnnn3)c2)c1C	9.6	-1.9	-7.2
Cc1ccc(CNc2nc(C)c(C(=O)N(C)C)s2)cc1	9.4	-0.5	-15.1
CN1CC(c2ccccn2)C2(SC(=S)N(Cc3ccccc3)C2=O)C12C(=O)Nc1ccccc12 (configuration not stated)	8.7	-2.5	-34.2
Cc1c(C(=O)N2CCOCC2)oc2ccc(Br)cc12	18.4	-1.1	-22.4
N#Cc1nc(-c2ccccc2)oc1NCc1ccco1	17.7	-0.8	-12.3

Results, repeating the preview:
SMILES	OX1R antag-1	STK33 kinase inh	OX1R antag-2
CC(C)(C)NC(=O)N1CCN(c2nc(-c3ccccc3)ns2)CC1	8.7	-0.6	-17.0
Cc1cc(C)c2cc3c(N)c(C(=O)N4CCc5ccccc5C4)sc3nc2c1	16.8	0.1	-21.3
Cc1cc(C)c(C)c(S(=O)(=O)Nc2cccc(-n3cnnn3)c2)c1C	9.6	-1.9	-7.2
Cc1ccc(CNc2nc(C)c(C(=O)N(C)C)s2)cc1	9.4	-0.5	-15.1
CN1CC(c2ccccn2)C2(SC(=S)N(Cc3ccccc3)C2=O)C12C(=O)Nc1ccccc12 (configuration not stated)	8.7	-2.5	-34.2
Cc1c(C(=O)N2CCOCC2)oc2ccc(Br)cc12	18.4	-1.1	-22.4
N#Cc1nc(-c2ccccc2)oc1NCc1ccco1	17.7	-0.8	-12.3
COc1ccc(-n2c(C)cc(C(=O)COC(=O)Cn3cnc4ccccc43)c2C)cc1	32.3	1.8	17.6
COc1ccccc1NC(=O)COc1ccc(Br)cc1CNCCCN1CCOCC1	3.8	-1.2	-36.3
CCOC(=O)c1sc(=NC(=O)c2ccc(F)cc2)n(C)c1C	17.8	-2.1	-12.9
CCn1c(SCc2ccccc2)nc2cc(S(N)(=O)=O)ccc21	10.2	0.2	4.0
CC(C)c1ccc(/C=C/C(=O)NC2=NCCS2)cc1	8.3	-0.7	-10.3
CCOc1ccc(NC(=O)CCC(=O)c2ccc(-c3ccccc3)cc2)cc1	5.0	-0.8	-9.1
COc1ccccc1NC(=O)C1CCCN(C(=O)NCc2ccccc2)C1 (configuration not stated)	9.9	-1.5	1.5
CCC1C(=O)Nc2ccccc2N1C(=O)c1ccc(Cl)nc1 (configuration not stated)	2.5	0.8	-7.3
O=C(O)CCc1nc2cc(Cl)ccc2n(Cc2ccccc2)c1=O	9.1	-0.6	-37.0
Fc1ccc(NC(=S)Nc2nccs2)cc1	26.7	1.2	-0.5
CCCN1Cc2cccc(C(=O)NCCc3cccc(C)c3)c2C1=O	10.2	-1.1	-38.1
CCOC(=O)c1cccc(NC(=O)CNC(=O)C2CCCCC2)c1	11.1	-0.8	-23.8
CC1(C)CC(=O)C(C=NCc2ccccn2)=C(O)C1	11.1	-0.3	4.2
COC/C=C/C1=CC2=CC(=O)C(C)(OC(=O)c3cnc4ccccc4n3)C(=O)C2=CN1c1cccc(C#N)c1 (configuration not stated)	34.8	-1.5	-12.5
CC1CC(=O)N(CC(=O)Nc2ccc3c(c2)OCO3)c2ccccc2S1 (configuration not stated)	0.7	-1.1	-19.6
CC(C)(C)OC(=O)N1Cc2ccccc2C[C@H]1C(=O)NCC(=O)NCC1CCCO1 (some centres not stated)	2.6	-0.1	-13.6
COc1cccc(/C=C/c2[nH]c(=O)[nH]c(=O)c2[N+](=O)[O-])c1O	8.9	-1.6	5.3
O=C(Nc1c(C(=O)N2CCCCC2)cnn1-c1ccccc1)c1ccccc1	1.4	-0.7	-36.8
CN(CC(=O)Nc1ccc(Cl)cc1)C(=O)CCC1CCCC1	9.4	-0.6	-22.4
CCOc1ccccc1N(C(=O)c1snc(C(N)=O)c1N)C(C(=O)NCC1CCCO1)c1ccc2ncccc2c1 (configuration not stated)	14.9	-0.6	-14.1
O=[N+]([O-])c1ccc(O)c(CSc2nnnn2-c2ccccc2)c1	43.4	-1.3	1.1
COC(=O)c1ccc(C(=S)NCC2(N(C)C)CCCCC2)cc1	17.6	-0.7	-8.9
COc1cccc(NC(=O)c2cnn(-c3ccccc3)c2C)c1	6.6	5.8	-25.5
O=C(Nc1ccccc1)N(O)c1ccc(Cl)cc1	14.4	-1.4	-8.7
COc1ccc(NC(=O)c2nc(C)c(C3(C)CC(c4ccccc4)=NO3)s2)cc1 (configuration not stated)	13.4	-0.5	3.2
CC(C)OP(=O)(OC(C)C)C(O)c1ccc2c(c1)OCO2 (configuration not stated)	7.6	-0.6	-10.3
CSc1ccccc1NC(=O)Nc1ccccc1Cl	5.3	2.7	-22.3
CC(C)(C)C1=Nn2c(nnc2-c2n[nH]c3c2CCC3)SC1	8.9	0.7	-17.1
O=C1OCc2cc(NC(=O)C3CCCO3)ccc21 (configuration not stated)	6.2	0.8	-4.1
Clc1ccc(Nc2nc(C3CC3)cs2)cc1	17.8	-1.3	-33.5
CCOC(=O)Cn1c(-c2ccc(OC)cc2)c(-c2ccc(OC)cc2)nnc1=O	24.8	-1.5	-20.7
O=C(NCCc1ccc2c(c1)OCCO2)c1ccccc1F	39.5	-0.8	-21.3
CCC(CO)Oc1cc(NC(=O)c2ccc([N+](=O)[O-])cc2)c2ncn(C(C)C)c2c1 (configuration not stated)	14.6	-1.0	-15.0

3 records picked at random from the list so far, as already listed:
SMILES	OX1R antag-1	STK33 kinase inh	OX1R antag-2
CC(C)(C)OC(=O)N1Cc2ccccc2C[C@H]1C(=O)NCC(=O)NCC1CCCO1 (some centres not stated)	2.6	-0.1	-13.6
Cc1ccc(CNc2nc(C)c(C(=O)N(C)C)s2)cc1	9.4	-0.5	-15.1
CCOc1ccccc1N(C(=O)c1snc(C(N)=O)c1N)C(C(=O)NCC1CCCO1)c1ccc2ncccc2c1 (configuration not stated)	14.9	-0.6	-14.1

The list goes on:
SMILES	OX1R antag-1	STK33 kinase inh	OX1R antag-2
CN1CCN(S(=O)(=O)c2ccc(Cl)c3ccccc23)CC1	9.7	2.6	-7.4
COc1ccc(CCNc2cc(N3CCN(C(=O)c4ccccc4F)CC3)ccc2[N+](=O)[O-])cc1OC	14.2	0.4	-31.3
CC(NS(=O)(=O)c1ccccc1)C1CC2CCC1C2 (configuration not stated)	-0.1	-1.3	-20.7
CCOC(=O)CCc1c(C)c(C#N)c2[nH]c3ccccc3n2c1=O	70.7	1.3	-16.1
COc1ccc(C2=NS(=O)(=O)N(C)C(C(=O)Nc3cc(OC)c(OC)c(OC)c3)=C2)cc1	8.2	-0.3	-9.7
Nc1ccc2oc3ccccc3c2c1	5.1	/	-9.0
Cc1ccccc1C(=O)NNC1CC(=O)N(c2ccc3c(c2)OCCO3)C1=O (configuration not stated)	11.1	1.0	-8.6
COc1ccc(OC)c(S(=O)(=O)N2CCC(C(=O)N3CCc4ccccc4C3)CC2)c1	28.1	0.5	-26.3
Nc1c(-c2ccccn2)cnn1-c1nc(-c2ccc(F)cc2)cs1	10.9	-0.2	-25.5
COc1ccccc1N1CCN(c2ccc3cc(S(=O)(=O)N4CCCCC4)ccc3n2)CC1	2.2	2.2	-36.5
CCOC(=O)C1=C(COC(=O)CNC(=O)c2ccc(C(C)(C)C)cc2)NC(=O)NC1C (configuration not stated)	7.3	0.2	-23.9
O=C(O)CCCn1cc(NC(=O)c2ccc(Br)o2)cn1	1.9	-1.2	-12.7
Nc1cc(=O)nc(SCC(=O)Nc2ccccc2)n1-c1ccccc1	7.0	0.5	-11.3
O=C(CN1CCN(c2cccc(C(F)(F)F)c2)CC1)NCc1ccccc1	6.9	-0.8	-31.3
CCCn1c(-c2cc(OC)c(OC)c(OC)c2)nc2nc3ccccc3nc21	7.5	-1.0	-22.1
CCCn1c(C(C)Nc2nc(-c3ccc(Cl)c([N+](=O)[O-])c3)cs2)nc2cc(Cl)c(N3CCCCC3)cc21 (configuration not stated)	20.4	-0.3	-25.5
CCC/S(CC1CC1(Cl)Cl)=N\S(=O)(=O)c1ccc(C)cc1 (configuration not stated)	7.1	-0.8	-13.6
Cc1ccc2c(c1)N(CC(=O)NCCCc1ccccc1)C(=O)c1cccnc1O2	17.8	-1.0	-3.6
CCCCNC(=O)NS(=O)(=O)c1ccc(NC(=O)C(NC(N)=O)C(C)CC)cc1 (configuration not stated)	7.3	-0.8	-12.1
C=CCNC(=O)C1CC(=O)N(c2ccc(C)cc2)C1 (configuration not stated)	8.7	1.3	-6.2
COC(=O)c1c(NC(=O)CN2CCC3(O)CCCCC3C2c2ccccc2OC)sc(C)c1C (configuration not stated)	3.6	-1.2	-46.2
CCCCOc1ccc(-c2nnn(C(C)(C)C(=O)OC)n2)cc1	13.2	-1.8	-16.1
COc1ccc(COC(=O)NNC(=O)c2ccc(OC)cc2)cc1	4.2	1.7	-8.7
CSc1nncc(-c2ccc(F)cc2)n1	27.8	-0.3	0.1
Cc1cccc(NC(=O)CSCC(=O)N(CCC(C)C)c2c(N)n(Cc3ccccc3)c(=O)[nH]c2=O)c1	28.8	-1.7	-12.1
COc1ccccc1N=C(C)C1=C(O)CC(c2ccccc2)CC1=O (configuration not stated)	11.9	-1.7	-17.0
COCc1nnc(NC(=O)c2ccc(S(=O)(=O)N(C)C3CCCCC3)cc2)o1	5.2	-0.7	-33.3
O=C(CNC(=O)c1ccncc1)N/N=C/c1cc(Br)ccc1OCc1ccccc1	5.0	0.0	-23.6
S=c1nc(COc2ccccc2)[nH]c2ccccc12	9.7	0.6	-31.1
CC1CCN(S(=O)(=O)c2ccc(NC(=O)c3ccco3)cc2)CC1	6.2	1.2	-9.9
COc1cccc(CN2CCN(Cc3c(C)nn(C(C)C)c3C)CC2CCO)c1 (configuration not stated)	6.1	-0.9	-19.3
CCOC(=O)c1c(C)[nH]c(C(=O)C(C)OC(=O)c2ccc(NC(=O)CC#N)cc2)c1C (configuration not stated)	8.7	0.4	-7.1
O=C(COc1ccc(-c2nnc(N3CCCCC3)c3ccccc23)cc1)N1CCCCC1	54.9	-0.3	-29.0
COc1ccc(CN2CCNC(=O)C2CC(=O)NCCC2=CCCCC2)cc1OC (configuration not stated)	10.3	-2.4	-13.8
O=C(CCC1CCCC1)N1CCN(C2CCCC2)CC1	-0.8	-0.8	-18.1
CCCCC(=O)Nc1c2c(nn1-c1ccc(C)cc1)CS(=O)(=O)C2	9.7	0.0	-4.6
Cc1ccccc1-c1nc(CN2CCSCC2)c(C)o1	13.8	2.1	-13.3
CC1CCc2c(sc(NC(=O)COC(=O)c3ccccc3NCc3ccco3)c2C#N)C1 (configuration not stated)	5.5	0.8	-15.2
CC(C)(C)Sc1nc(O)cc(=O)[nH]1	-3.0	-1.5	-0.7
CCOC(=O)/C(C#N)=C/c1cc2ccccc2nc1Cl	10.5	0.4	-2.2
O=C(c1cc2c(s1)CCCC2)N1CCN(Cc2ccc3c(c2)OCO3)CC1	18.3	-0.4	-34.5
COc1ccccc1OCc1ccc(C(=O)NCC(C)C)o1	6.5	-1.8	-3.1
NC(N)=NS(=O)(=O)c1ccc(N)cc1	7.9	-1.5	-2.2
Cc1cc(NC(=O)COC(=O)c2ccco2)no1	11.7	6.8	-12.6
Cc1ccc(OCCC(=O)OCC(=O)NC(=O)NCc2ccccc2)cc1	0.2	-1.6	-5.9
Cc1nnc(SCC(=O)NCC2CCCCC2)n(N)c1=O	21.9	-0.9	-20.0
O=C(COC(=O)CN1C(=O)c2ccccc2C1=O)NC1CCCC1	13.4	0.4	1.8
COc1cccc(NC(=O)COC(=O)c2cc(S(=O)(=O)N3CCOCC3)ccc2C)c1	21.5	-1.6	-18.6
Cc1ccc(S(=O)(=O)N2CCN(C(=O)CCn3cncn3)CC2)cc1	-0.3	-0.5	1.2
